RXFP1 agonist: qHTS Assay for Agonists of the Relaxin Receptor RXFP1 | 0.3% of 370,000 active | Potency, µM (titrated, usually from 57.5 µM), inactives show top-dose activation, most hits filed as activators | Relaxin receptor 1 (Homo sapiens), Q9HBX9 | HEK293T-RXFP1 cAMP TR-FRET, 30 min; response scale: percent of porcine relaxin response, buffer zero; further: potency means the concentration at half of the fitted maximal effect; on the % scale 0 is the no-effect control and ±100 the full control effect; nearly all actives have a fitted effect of over 60% in size; many of its hits are not listed in these tables
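HEK293 cells stably expressing RXFP1, treated 30 min at 37C with compounds plus PDE4 inhibitor Ro 20174; cAMP measured by HTRF TR-FRET. Normalized to buffer and 29 nM porcine relaxin; EC50 by Hill fit.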
Vif-A3G inh: qHTS for Inhibitors of Vif-A3G Interactions: qHTS; HeLa A3G-eYFP + Vif (tagged APOBEC3G with the HIV-1 protein that degrades it), YFP fluorescence, overnight; Potency, µM (top dose mostly 46.1 µM), for inactives: at the top dose activity, negative = active, actives largely listed as inhibitors; 0.076% of 410,000 active; AID 602310, 2012;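 further: potency means the concentration at half of the fitted maximal effect; on the % scale 0 is the no-effect control and ±100 the full control effect; nearly all actives have a fitted effect of over 60% in size; hits raise eYFP signal because A3G escapes Vif-driven loss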
Target sequence (Q9HC16 whole entry, looked up): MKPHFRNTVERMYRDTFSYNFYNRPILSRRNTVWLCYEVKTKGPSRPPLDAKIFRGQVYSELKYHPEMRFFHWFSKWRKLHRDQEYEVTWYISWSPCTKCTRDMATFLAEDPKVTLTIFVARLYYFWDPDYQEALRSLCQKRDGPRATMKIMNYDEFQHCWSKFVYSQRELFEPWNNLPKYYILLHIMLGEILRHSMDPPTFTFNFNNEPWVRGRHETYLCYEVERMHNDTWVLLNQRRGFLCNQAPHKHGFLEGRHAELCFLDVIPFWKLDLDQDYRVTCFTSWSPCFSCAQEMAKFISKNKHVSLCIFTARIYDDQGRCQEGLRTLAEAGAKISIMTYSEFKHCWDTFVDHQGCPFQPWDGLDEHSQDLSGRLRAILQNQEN
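HeLa cells stably expressing Vif and C-terminally eYFP-tagged A3G, seeded overnight at 37 deg C, then exposed to compound by pintool overnight at 37 deg C. Rise in yellow fluorescence (Ex 488/Em 500-530, Acumen) marks blocked Vif-driven A3G degradation.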
LDHA inh: qHTS assay for inhibitors of human lactate dehydrogenase; L-lactate dehydrogenase A chain (Homo sapiens), P00338; purified LDHA, NADH/diaphorase-resazurin fluorescence; hits give low values; activity change, % (values are at about 110 or 230 µM); 0.15% of 480,000 active; in the data active means activity change below about -30%; inconclusive means mostly about -25% to -30%;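 further: plate controls were DMSO wells for no effect and wells without enzyme for full effect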
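LDH5 2 nM; NADH 0.06 mM, pyruvate 0.2 mM; 200 mM Tris pH 7.4, EDTA, Tween-20; 5 min RT. Detection: diaphorase 0.133 mg/mL + resazurin 37 µM, fluorescence ex540/em590 at 0 and 20 min; normalized to enzyme-free and DMSO wells.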
Vif-A3F inh: qHTS for Inhibitors of Vif-A3F Interactions: qHTS | HeLa A3F-eYFP + Vif (tagged APOBEC3F with the HIV-1 protein that degrades it), YFP fluorescence increase | Potency, µM (titrated, usually from 46.1 µM), for the others: top-dose activity, negative = active | 0.2% of 390,000 active | AID 602313, 2012; further: potency means the concentration at half of the fitted maximal effect; % of control where 0% means no effect; nearly all actives have a fitted effect of over 65% in size
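HeLa cells stably expressing A3F-eYFP plus Vif, plated and incubated overnight at 37 deg C, then exposed to compounds overnight at 37 deg C. Blocked degradation read as raised yellow fluorescence (Ex 488/Em 500-530).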
D2 PAM: HTS Assay for Positive Allosteric Modulators of the Human D2 Dopamine Receptor: Primary Screen for Potentiators; D(2) dopamine receptor (Homo sapiens), P14416; HEK293 T-REx D2, calcium flux, EC20 dopamine potentiation; potentiation, % at 10 µM; 0.34% of 340,000 active;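 active means potentiation over 3 SD above the plate norm, cut at about 30% in these data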; further: 0% is about no effect
Target sequence (P14416 whole entry, looked up): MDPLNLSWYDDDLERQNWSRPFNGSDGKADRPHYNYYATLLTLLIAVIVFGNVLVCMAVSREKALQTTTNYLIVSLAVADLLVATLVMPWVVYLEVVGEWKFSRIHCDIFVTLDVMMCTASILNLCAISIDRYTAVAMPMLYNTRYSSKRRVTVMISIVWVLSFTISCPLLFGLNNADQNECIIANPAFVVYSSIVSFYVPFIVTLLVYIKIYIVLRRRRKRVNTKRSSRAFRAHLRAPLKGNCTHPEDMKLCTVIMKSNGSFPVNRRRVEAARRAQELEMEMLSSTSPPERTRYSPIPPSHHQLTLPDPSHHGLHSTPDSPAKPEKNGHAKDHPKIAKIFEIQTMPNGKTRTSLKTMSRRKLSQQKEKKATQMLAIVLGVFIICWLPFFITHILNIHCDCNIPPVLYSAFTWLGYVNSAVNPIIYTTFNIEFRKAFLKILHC
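Cells plated with tetracycline inducer and held overnight at 30 C; calcium dye loaded 30–90 min at room temperature; baseline taken, compound added and read 180 s; EC20 dopamine then added and read 180 s.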
D1 potentiator: Potentiators of Human D1 Dopamine Receptor: qHTS | HEK293 TREx D1 cells, calcium flux, dopamine EC20 potentiation | potentiation, % at 10 µM | 0.036% of 360,000 active | AID 504651, 2011; in the data active means potentiation above about 30%; further: 0% is about no effect
GRP78 ERSR act: qHTS for Inducers of the Endoplasmic Reticulum Stress Response (ERSR) in Human Glioma: qHTS | AID 602332, 2012 | 0.02% of 420,000 active | Potency, µM, for the others: top-dose activation, actives largely listed as activators | U87-MG GRP78 promoter luciferase reporter, 16 h; further: potency means the concentration at half of the fitted maximal effect; series mostly up to about 76 µM; % of control where 0% means no effect; nearly all actives have a fitted effect of over 35% in size
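Stably transfected U87-MG glioma cells carrying a GRP78-based luciferase sensor; 16 h compound incubation. Luminescence end-point read 10 min after Bright-Glo addition at room temperature.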
D1 ag: Allosteric Agonists of the Human D1 Dopamine Receptor: qHTS; D(1A) dopamine receptor (Homo sapiens), P21728; HEK293 T-REx D1 cells, calcium flux, agonist mode; activation, % at 2 µM; 1% of 360,000 active; in the data active means activation above about 30%; further: 0% is about no effect
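Inducible HEK293 T-REx D1 cells, force-coupled to calcium signalling, were plated at 4000 cells/well with tetracycline and held overnight at 30 C. After no-wash calcium dye loading, compound-evoked calcium rise over 180 s flagged agonists.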
D1 antagonist: Antagonist of Human D 1 Dopamine Receptor: qHTS | 3.2% of 360,000 active | HEK293 TREx D1 cells, calcium flux, dopamine EC80; hits give low values | D(1A) dopamine receptor (Homo sapiens), P21728 | activity change, negative = inhibition, % at 10 µM; in the data active means activity change below about -30%; further: on the % scale 0 is the no-effect control and ±100 the full control effect
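Kinetic fluorescence of a calcium dye serves as the read-out. D1-expressing Hek293 Trex cells, induced overnight at 30 C, are exposed to compound for 180 s before an EC80 dopamine addition, then read 180 s further.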
The depositor's hits bear a star; ? = inconclusive; . = not tested or not shown; & = joins results of further samples. Unless noted, the call rests on the fitted dose curve; in most records, active means well fitted curve in the direction sought with a large enough effect; inconclusive means small, poorly fitted or top-dose-only effect, or another doubt; inactive means no such curve, though single readings can be large; an effect the other way counts as inactive or inconclusive. The list is partial; count on the stated rates, not on these rows.

Second line of a record: RXFP1 agonist | D1 ag | GRP78 ERSR act | Vif-A3F inh | D1 antagonist | Vif-A3G inh | D1 potentiator | D2 PAM | LDHA inh
1. COCCN(C(=O)COC(=O)/C=C/c1ccc(C)o1)c1c(N)n(Cc2ccccc2)c(=O)[nH]c1=O
  -0.4% | 3 | -1% | -7% | -13 | -4% | 6 | 17 | 5
2. O=c1c2[nH]cnc2n(-c2ccc(F)cc2)c(=O)n1Cc1ccccc1
  4.8% | 4 | 7% | -12% | 6 | -2% | -6 | 1 | -8
3. Cc1ccccc1NC(=O)c1nn(C)c2c1CS(=O)(=O)c1ccccc1-2
  -0.3% | 3 | -6% | 5% | -7 | -5% | -6 | 11 | -3
4. CCCc1nnc2n1N=C(c1ccc(C)cc1)CS2
  1.9% | 3 | 2% | -3% | -7 | -5% | -5 | 6 | 0
5. C=CCOC(=O)C1=C[C@H](c2cn(C(C)=O)c3ccccc23)C[C@H](OCCCCO)O1
  0.4% | -2 | 0% | -4% | 23 | -3% | 2 | 1 | 0
6. O=C(CCc1nnc(CCCc2ccccc2)o1)NCC(F)(F)F
  -0.8% | 2 | 1% | -2% | 8 | 1% | 3 | 16 | 0
7. CN1CCN(CC#CCC(O)(c2ccccc2)C2CCCC2)CC1 (stereo not drawn)
  2.2% | 0 | -2% | -3% | -3 | -5% | -1 | -6 | -6
8. CCCCOC(=O)c1ccc(NC(=O)c2cc3c(=O)n4cccc(C)c4nc3s2)cc1
  3.4% | 2 | -3% | -7% | 7 | -2% | 0 | -2 | -10
9. COc1ccc(NC(=O)c2ccc(-n3cnnn3)cc2)c([N+](=O)[O-])c1
  -1.8% | 2 | -2% | -2% | 13 | 1% | -4 | . | 7
10. O=C(NCc1cccnc1)c1nn(-c2ccc(F)cc2)nc1CO
  -6.2% | 0 | 1% | 1% | -2 | -2% | -1 | 16 | 1
11. Cc1noc(-c2ccc(NCc3ccccc3)c([N+](=O)[O-])c2)n1
  10% | 14 | 2% | ? | -6 | 6% | -2 | 0 | -15
12. COc1ccccc1N1CCN(c2cnccn2)CC1
  1.0% | -1 | 0% | 1% | -6 | -16% | 7 | -7 | -7
13. CCOc1ccc(NC(=O)c2ccccn2)cc1
  0.3% | 4 | -12% | -2% | 2 | 3% | 7 | 5 | -8
14. Cc1ccc(S(=O)(=O)c2nc(-c3cccs3)oc2NCc2cccnc2)cc1
  5.6% | 3 | -5% | -12% | -16 | -9% | 3 | 9 | -8
15. COC(=O)c1sc2nc(N3CCCCC3)c3c(c2c1N)CCCC3
  6.3% | 5 | -3% | -1% | 16 | -1% | -4 | 5 | 2
16. CCOc1ccccc1NC(=O)Cn1nnc(C(=O)NCc2cccs2)c1N
  -1.7%&0.0% | 0&-2 | -10%&-6% | ? | -6&13 | ? | 1&2 | 15&17 | -18&-3
17. COc1cc2c(cc1OC)CN(CCC(C)c1ccc(Cl)cc1)CC2 (stereo not drawn)
  . | . | -7% | -13% | . | -1% | . | . | -10
18. Cc1ccc(CN2CCN(C(=O)CC(C)C)CC2)cc1
  -1.2% | 5 | -4% | -9% | -10 | 3% | 1 | . | -21
19. Cc1cc(C)[n+](C)n1CC(O)Cn1c2ccccc2c2ccccc21 (stereo not drawn)
  -0.7% | -2 | 0% | 13% | 3 | 1% | 7 | -5 | -13
20. O=C(Nc1ccc(Oc2cccc(C(F)(F)F)c2)nc1)c1ccccc1
  -0.1% | 15 | -6% | 6% | -22 | -1% | -2 | -3 | 0
21. Cc1ccccc1C(=O)NC(=S)NCCN1CCOCC1
  0.8% | 3 | -6% | 0% | -29 | -1% | -7 | 0 | -9
22. O=C(CSc1nc2ccccc2[nH]1)Nc1ccc(N2CCOCC2)cc1
  2.3% | 5 | 0% | -4% | 0 | -2% | -8 | . | -5
23. CCC(C)NC(=O)C1=CCN(S(=O)(=O)c2ccc(C)cc2)CC1 (stereo not drawn)
  1.6% | -1 | 0% | -5% | -8 | -1% | -1 | -3 | -4
24. CSc1ncccc1C(=O)OCC(=O)N(CC(C)C)c1c(N)n(Cc2ccccc2)c(=O)[nH]c1=O
  -3.8% | 3 | -4% | 8% | -20 | -8% | -1 | -4 | 0
25. Cc1nn(-c2ccccc2)c(/N=C/c2ccccc2O)c1-c1ccccc1
  -1.6% | 2 | 2% | 2% | -14 | -1% | 12 | 17 | 5
26. CC(=O)Nc1ccc(/C(C)=N/NS(=O)(=O)c2ccc(C)cc2)cc1
  1.2% | 7 | 1% | -2% | -24 | 9% | -13 | -13 | -2
27. CCOc1ccc(OCC)c(NS(=O)(=O)c2cc(Br)cc3c2N(C(C)=O)C(C)C3)c1 (stereo not drawn)
  0.5% | 2 | -4% | 0% | -6 | 3% | 0 | -9 | -5
28. Cc1ccc(S(=O)(=O)Nc2ccccc2N=Cc2c(F)c(F)c(F)c(F)c2F)cc1
  . | . | -2% | 5% | . | -3% | . | . | -2
29. Cc1cccn2c(=O)nc(SCC(=O)Nc3ccc4c(c3)OCCO4)nc12
  6.0% | 2 | -4% | -5% | -4 | 0% | 2 | -6 | 4
30. CCOc1ccc(C(=O)NCC(c2ccc(Cl)cc2)N2CCCCC2)cc1 (stereo not drawn)
  2.4% | -3 | -1% | 5% | 4 | 0% | 0 | -23 | 1
31. O=C(c1ccco1)N1CCN(c2ncnc3scc(-c4ccc(Cl)cc4)c23)CC1
  . | . | -1% | -1% | . | -8% | . | . | 1
32. CN(C)Cc1c(C(=O)N/N=C/C=C/c2ccccc2)nnn1-c1nonc1N
  -3.0% | 5 | -5% | ? | 0 | 1% | 7 | 6 | -4
33. CC(Oc1ccc(Cl)cc1)c1ccnn1S(=O)(=O)c1ccccc1 (stereo not drawn)
  1.7% | 8 | -3% | 0% | -6 | 1% | 0 | 3 | -4
34. Oc1ccc(Br)cc1CNc1nccs1
  -0.3% | 0 | 3% | 0% | -2 | 1% | -3 | 0 | -2
35. CC(=O)N1CCN(c2ccc(S(=O)(=O)NCCN(C(C)C)C(C)C)cc2[N+](=O)[O-])CC1
  -1.1% | 3 | -2% | 1% | 16 | -1% | -3 | -3 | 0
36. Cc1ccsc1CN(Cc1ccco1)c1cnc(S(C)(=O)=O)nc1C(=O)Nc1ccc(Cl)cc1
  20% | 7 | -2% | 1% | 8 | 0% | -1 | -8 | 1
37. COc1ccc(CNC(=O)COC(=O)c2ccc(C)c(S(=O)(=O)N3CCOCC3)c2)cc1
  . | . | -2% | 5% | . | 2% | . | . | -6
38. CCOC(=O)c1oc2ccccc2c1N
  1.4% | 0 | 6% | 4% | 9 | 1% | -1 | 3 | -6
39. C=CCNC(=O)CN1CCC(NC(=O)c2ccco2)CC1
  1.5% | 1 | -8% | -9% | -2 | 3% | 0 | 5 | -2
40. COc1ccc(N2CCN(C(=O)c3nc(SC)ncc3Cl)CC2)cc1
  6.1% | 0 | -1% | 4% | -11 | 0% | 1 | 4 | 7
41. CC1CCc2nn(CC(=O)N3CCc4ccccc43)cc2C1 (stereo not drawn)
  -0.2% | 2 | -4% | 2% | 6 | -2% | . | 0 | -10
42. CCOC(=O)/C=C1\SCC(=O)N1CC(=O)Nc1ccc2c(c1)CCC2
  1.0% | 3 | -3% | -5% | -14 | 1% | 3 | -7 | -4
43. CCOC(=O)C1(Cc2cccc(Cl)c2)CCCN(C(=O)c2ccnn2C)C1 (stereo not drawn)
  0.1% | 1 | 3% | -1% | 11 | 0% | -2 | -6 | -1
44. O=[N+]([O-])c1ccc(Nc2cccc3c2[nH]c2c(-c4ccccc4)nccc23)c([N+](=O)[O-])c1
  . | . | -5% | 11% | . | 1% | . | . | -3

Retrieved by compound from above (6):
Second line of a record: RXFP1 agonist | D1 ag | GRP78 ERSR act | Vif-A3F inh | D1 antagonist | Vif-A3G inh | D1 potentiator | D2 PAM | LDHA inh
4. CCCc1nnc2n1N=C(c1ccc(C)cc1)CS2
  1.9% | 3 | 2% | -3% | -7 | -5% | -5 | 6 | 0
7. CN1CCN(CC#CCC(O)(c2ccccc2)C2CCCC2)CC1 (stereo not drawn)
  2.2% | 0 | -2% | -3% | -3 | -5% | -1 | -6 | -6
32. CN(C)Cc1c(C(=O)N/N=C/C=C/c2ccccc2)nnn1-c1nonc1N
  -3.0% | 5 | -5% | ? | 0 | 1% | 7 | 6 | -4
14. Cc1ccc(S(=O)(=O)c2nc(-c3cccs3)oc2NCc2cccnc2)cc1
  5.6% | 3 | -5% | -12% | -16 | -9% | 3 | 9 | -8
40. COc1ccc(N2CCN(C(=O)c3nc(SC)ncc3Cl)CC2)cc1
  6.1% | 0 | -1% | 4% | -11 | 0% | 1 | 4 | 7
36. Cc1ccsc1CN(Cc1ccco1)c1cnc(S(C)(=O)=O)nc1C(=O)Nc1ccc(Cl)cc1
  20% | 7 | -2% | 1% | 8 | 0% | -1 | -8 | 1

Compound activity (PubChem)
